WRN helicase inh: qHTS for Inhibitors of WRN Helicase | Bifunctional 3'-5' exonuclease/ATP-dependent helicase WRN (Homo sapiens), Q14191 | hit rate 0.46% among 360,000 | Potency, µM (series often up to 114 µM), inactives show at the highest dose activity change, negative = inhibition, hits mostly inhibitors | WRN helicase unwinding, fluorescent forked duplex, kinetic | AID 651768, 2012; also: potency is read from the fitted curve at half-maximal effect; % is scaled to controls: 0 for no effect and ±100 for the full control effect; nearly all actives have a fitted effect of over 55% in size
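Kinetic red-fluorescence monitoring (525/598 nm) tracks WRN helicase activity after 100 nM fluorophore-quencher forked duplex and 2 mM ATP are added to 20 nM enzyme pretreated 15 min at room temperature with compound.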
PLK1 PBD block: qHTS for Inhibitors of PLK1-PDB (polo-like kinase 1 - polo-box domain): Primary Screen. Plk1 PBD binding of FITC phosphopeptide, fluorescence polarization. Potency, µM, without a hit: max response, negative = inhibition, most hits filed as inhibitors. hit rate 2.8% among 360,000. AID 720504, 2013; also: potency is read from the fitted curve at half-maximal effect; series mostly up to about 57 µM; % is scaled to controls: 0 for no effect and ±100 for the full control effect; nearly all actives have a fitted effect of over 65% in size
PI5P4Ka inh: qHTS for Inhibitors of phosphatidylinositol 5-phosphate 4-kinase (PI5P4K) | Phosphatidylinositol 5-phosphate 4-kinase type-2 alpha (Homo sapiens), P48426 | PI5P4Kalpha enzyme, ADP-Glo luminescence, 60 min; active compounds read low | max response, % | hit rate 1.2% among 330,000 | AID 652105, 2013; active = max response of -50% or lower; inconclusive = between -30% and -50%; inactive = -30% or higher; also: value at the top dose of about 77 µM; % is scaled to controls: 0 for no effect and ±100 for the full control effect
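Quantitative HTS of the MLSMR library against PI5P4Kalpha with substrate. ATP added last at 5 microM final; room temperature, 60 minutes. Remaining ATP depleted, ADP converted and read as luminescence.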
FUS suppressor: qHTS for Suppressors of FUS Proteinopathy: Primary screen using FUS-linked yeast assay; Potency, µM (highest dose often 76.6 µM), without a hit: top-dose growth rescue (activation), usual class: activators; S. cerevisiae FUS-expressing, growth rescue, OD600, 24 h; hit rate 0.24% among 390,000;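 also: potency is read from the fitted curve at half-maximal effect; plate controls were DMSO vehicle for no effect and reference control for full effect; nearly all actives have a fitted effect of over 55% in size; some results filed as inactive show a strong effect at the top dose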
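Read-out: OD at 600 nm after 24hr at 30C, reporting rescue of FUS-induced yeast toxicity. Cells at OD 0.005 in galactose (2%) minimal medium; compounds tested in a dilution series; CP55940 titration from 92uM final as control.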
Abeta rescue: qHTS for compounds that reverse cellular toxicity of Amyloid beta (A-beta) peptide in yeast: Primary Screen; Potency, µM (titrated, usually from 46.1 µM), inactives show at the highest dose growth rescue, hits mostly activators; yeast expressing A-beta42, growth rescue, OD600, 48 h; response scale: 0% DMSO, 100% iron-clioquinol control; hit rate 0.063% among 410,000; AID 1347071, 2019; also: potency is read from the fitted curve at half-maximal effect; nearly all actives have a fitted effect of over 55% in size
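Yeast growth medium received pinned compounds, then yeast cells expressing toxic A-beta were added; plates incubated at 30 C for 48 hr. Growth read as absorbance at 600 nm, normalized to DMSO and equimolar FeCl3 plus clioquinol controls.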
EPAC1 antagonist: qHTS for Antagonist of cAMP-regulated guanine nucleotide exchange factor 3 (EPAC1): primary screen | Rap guanine nucleotide exchange factor 3 (Homo sapiens), O95398 | EPAC1 GEF assay, Rap1b-BODIPY-GDP exchange fluorescence | Potency, µM (series often up to 115 µM), for inactives: top-dose activity change, negative = inhibition, hits mostly inhibitors | hit rate 0.14% among 360,000 | AID 720709, 2013;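 also: potency is read from the fitted curve at half-maximal effect; plate controls were vehicle for no effect and positive control for full effect; nearly all actives have a fitted effect of over 50% in size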
aSyn yeast inh: qHTS of alpha-syn Inhibitors; Yeast expressing alpha-synuclein, growth rescue, BacTiter-Glo, 24 h; Potency, µM (highest dose often 46.1 µM), without a hit: top-dose growth rescue (activation), hits mostly activators; hit rate 0.14% among 370,000; also: potency is read from the fitted curve at half-maximal effect; % of control where 0% means no effect; nearly all actives have a fitted effect of over 65% in size
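Galactose-induced alpha-syn yeast (OD600=0.02, raffinose-pregrown) + pinned cpd, 24 hr, 30 deg C; growth by BacTiter-Glo luminescence. Growth restoration scores as activation.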
EPAC1 agonist: qHTS for Agonist of cAMP-regulated guanine nucleotide exchange factor 3 (EPAC1): primary screen; Rap guanine nucleotide exchange factor 3 (Homo sapiens), O95398; EPAC1 agonist qHTS, biochemical assay; response scale: 100% = response to 6.5 mM cAMP; Potency, µM (doses to about 154 µM), inactives show top-dose activation, hits mostly activators; hit rate 0.073% among 360,000; also: potency is read from the fitted curve at half-maximal effect; nearly all actives have a fitted effect of over 60% in size
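Nucleotide exchange assay: 100 nM EPAC1 with 250 nM Rap1B loaded with BODIPY-GDP and 50 uM GDP, room temperature. Fluorescence (480/540 nm) read every 5 min for 30 min; signal change normalized to 6.5 mM cAMP as full agonist.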
IL-2 act: qHTS of IL-2 Activators; IL-2 activation reporter assay, cell-based qHTS; stimulated with anti-CD3/CD4/CD28 beads; in transgenic mouse T cells; activation, % (series mostly up to about 46 µM); hit rate 0.065% among 360,000; in the data active = activation above about 50%; inconclusive = mostly about 30% to 49%; also: 0% is about no effect
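Readout: EGFP and DsRed signals by fluorescent plate cytometry. Unstimulated transgenic mouse T cells received compound 60 min before antibody-bead stimulation, then incubated 18 h at 37 degrees C.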
Starred values were filed as active, the others as inactive; u = inconclusive; x = not tested or not shown; & = joins results of further samples; [ ] = remark or other dose. Unless noted, calls follow the shape of the dose curve; as a rule, active = well fitted curve in the direction sought with a large enough effect; inconclusive = small, poorly fitted or top-dose-only effect, or another doubt; inactive = no such curve, though single readings can be large; an effect the other way counts as inactive or inconclusive.

Start of the listing, in advance (4 entries):
Field names – A = WRN helicase inh; B = PLK1 PBD block; C = PI5P4Ka inh; D = FUS suppressor; E = Abeta rescue; F = EPAC1 antagonist; G = aSyn yeast inh; H = EPAC1 agonist; I = IL-2 act
[1] CCN(Cc1ccccc1)C(=O)CCS(=O)(=O)c1cc2c(cc1Cl)NC(=O)CO2
  A = 3%; B = -22%; C = -15; D = 0%&6%; E = -23%&-17%; F = 31%[activator]; G = -3%&-6%; H = 0%; I = -3.0

[2] Cc1cc(NC(=O)c2cccc3c2C(=O)N(C2CCCCC2)C3)ccc1Br
  A = 4%; B = -6%; C = 3; D = -2%; E = 9%; F = -3%; G = 1%; H = 8%; I = 0.0

[3] O=C(NNc1ncnc2ccccc12)c1cccc(Cl)c1
  A = -6%; B = -16%; C = 1; D = 1%; E = -7%; F = 10%; G = 2%; H = 2%; I = 1.6

[4] CCCCCCCC(=O)NC1=NC(=O)C(C)(C)S1
  A = -8%; B = -3%; C = -1; D = 12%; E = u; F = -4%; G = 12%; H = 10%; I = 0.7

The whole of this part, from the start:
Field names – A = WRN helicase inh; B = PLK1 PBD block; C = PI5P4Ka inh; D = FUS suppressor; E = Abeta rescue; F = EPAC1 antagonist; G = aSyn yeast inh; H = EPAC1 agonist; I = IL-2 act
[1] CCN(Cc1ccccc1)C(=O)CCS(=O)(=O)c1cc2c(cc1Cl)NC(=O)CO2
  A = 3%; B = -22%; C = -15; D = 0%&6%; E = -23%&-17%; F = 31%[activator]; G = -3%&-6%; H = 0%; I = -3.0

[2] Cc1cc(NC(=O)c2cccc3c2C(=O)N(C2CCCCC2)C3)ccc1Br
  A = 4%; B = -6%; C = 3; D = -2%; E = 9%; F = -3%; G = 1%; H = 8%; I = 0.0

[3] O=C(NNc1ncnc2ccccc12)c1cccc(Cl)c1
  A = -6%; B = -16%; C = 1; D = 1%; E = -7%; F = 10%; G = 2%; H = 2%; I = 1.6

[4] CCCCCCCC(=O)NC1=NC(=O)C(C)(C)S1
  A = -8%; B = -3%; C = -1; D = 12%; E = u; F = -4%; G = 12%; H = 10%; I = 0.7

[5] C/C(N)=C(/C#N)C(=O)COC(=O)c1cc(-c2ccc(Br)cc2)nc2ccccc12
  A = -2%&-19%; B = 4%&8%; C = 24&46; D = -8%; E = 8%&2%; F = -9%&-1%; G = 1%&4%; H = 6%&6%; I = -0.6&0.4

[6] Cc1ccc(N2CC(C(=O)N3CCN(c4ccccc4)CC3)CC2=O)cc1 (configuration not stated)
  A = 2%; B = -1%; C = x; D = 1%; E = 13%; F = -7%; G = 2%; H = 5%; I = -0.8

[7] Cn1c(=O)cc(OCCCC(=O)NCc2ccco2)c2ccccc21
  A = -19%; B = -9%; C = 0; D = 6%; E = 12%; F = -9%; G = -10%; H = 12%; I = -3.5

[8] CCCNC(=O)COc1ncnc2sc(C)c(C)c12
  A = -2%; B = -4%; C = -7; D = -12%; E = 23%; F = -6%; G = 0%; H = 16%; I = 2.2

[9] COCC1CCN(C(=O)C2CCC(=O)N(Cc3cccc(F)c3)C2)CC1 (configuration not stated)
  A = -6%; B = -2%; C = 4; D = x; E = 5%; F = 3%; G = -1%; H = 4%; I = -0.4

[10] O=C(NC(NC1CCS(=O)(=O)C1)C(Cl)(Cl)Cl)c1cccc(Cl)c1 (configuration not stated)
  A = -5%; B = -9%; C = x; D = 25%; E = 8%; F = 0%; G = 0%; H = 7%; I = -0.2

The list goes on.
Field names – A = WRN helicase inh; B = PLK1 PBD block; C = PI5P4Ka inh; D = FUS suppressor; E = Abeta rescue; F = EPAC1 antagonist; G = aSyn yeast inh; H = EPAC1 agonist; I = IL-2 act
[11] O=C(NCCN1CCOCC1)c1ccc2ccccc2n1
  A = -4%; B = 5%; C = x; D = 2%; E = 9%; F = 8%; G = 3%; H = 4%; I = 16

[12] Nc1ccn([C@@H]2O[C@H](CNC(=O)[C@@H](N)CSCc3ccccc3)[C@@H](O)[C@H]2O)c(=O)n1
  A = 2%; B = -9%; C = 2; D = -22%; E = 7%; F = -20%; G = -8%; H = 11%; I = -2.6

[13] COCCC(=O)N1CCC(Oc2ccc(C(=O)NC3Cc4ccccc4C3)cc2)CC1
  A = 0%; B = 2%; C = -3; D = 13%; E = 6%; F = -10%; G = 8%; H = 14%; I = -3.5

[14] COc1ccc(/C=N/Nc2nncn2N)cc1Br
  A = -11%; B = -20%; C = -4; D = 45%; E = -18%; F = u; G = -16%; H = 7%; I = -0.6

[15] O=c1[nH]c(CN2CCN(c3ccccc3)CC2)nc2ccccc12
  A = 2%; B = -7%; C = 4; D = 5%; E = 3%; F = -8%; G = 13%; H = 5%; I = -0.8

[16] CCc1nnc(NC(=O)CSc2ccc(-c3ccco3)nn2)s1
  A = -1%; B = 0%; C = -9; D = 6%; E = -10%; F = 4%; G = -11%; H = -7%; I = 1.4

[17] Cc1ccc(NC(=O)CN(C)C(=O)COC(=O)C2=COCCO2)cc1
  A = 8%; B = -5%; C = 1; D = -8%; E = -3%; F = -11%; G = -1%; H = u; I = 1.2

[18] CC(C)CCNC(=O)c1ccc(NC(=O)C2=CSCCO2)cc1
  A = 3%; B = -4%; C = 5; D = 24%; E = x; F = -1%; G = 0%; H = -5%; I = 1.4

[19] COc1cc(OC)cc(C(=O)NC(=S)NCCc2ccccc2)c1
  A = -3%; B = -6%; C = x; D = 15%; E = 0%; F = -7%; G = -2%; H = 17%; I = -1.3

[20] CC(=O)NC1C(OCCOc2ccc(Cl)cc2Cl)OC(COC(C)=O)C(OC(C)=O)C1OC(C)=O (configuration not stated)
  A = -8%; B = -2%; C = 1; D = 19%; E = -1%; F = -4%; G = 3%; H = 2%; I = -1.2

[21] N#Cc1nc(-c2cccc(Cl)c2)oc1N1CCC(C(N)=O)CC1
  A = 13%; B = 0%; C = -1; D = 10%; E = -8%; F = 7%; G = -1%; H = 2%; I = -1.9

High-throughput results from PubChem.
